Screens from PubChem.
TSG101-PTAP inh = blocks PTAP/TSG101 interaction to inhibit HIV-1 budding; Fluorescence polarization, FITC-PTAP peptide / Tsg101 binding; Q99816; 340,000 tested, under 10 active; Potency, µM (doses to about 115 µM), for the others: at the top dose activity change, negative = inhibition, most hits filed as inhibitors; AID 493005; active = well fitted inhibition curve with a large enough effect in the main read-out, with a control signal flat, not every such curve was filed as active; inconclusive = small, poorly fitted or top-dose-only effect, or effect the other way, or a change in a side signal; inactive = no such curve, though single readings can be large or run the other way; also: potency is read from the fitted curve at half-maximal effect; % of control where 0% means no effect
Target sequence (Q99816 whole entry, looked up): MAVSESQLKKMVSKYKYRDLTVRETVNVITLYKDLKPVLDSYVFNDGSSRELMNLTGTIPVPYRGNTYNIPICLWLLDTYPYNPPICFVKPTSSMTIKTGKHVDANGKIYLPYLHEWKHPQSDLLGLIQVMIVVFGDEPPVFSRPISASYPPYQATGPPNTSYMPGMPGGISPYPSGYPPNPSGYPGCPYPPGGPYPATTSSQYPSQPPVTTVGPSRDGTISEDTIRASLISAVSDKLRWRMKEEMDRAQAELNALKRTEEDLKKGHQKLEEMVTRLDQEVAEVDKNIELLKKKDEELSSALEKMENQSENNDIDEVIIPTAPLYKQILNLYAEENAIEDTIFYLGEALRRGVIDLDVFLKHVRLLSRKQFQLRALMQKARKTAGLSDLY
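Tsg101 binding domain (10 uM final) was mixed with compound and a FITC-labeled PTAP peptide (50 nM final) in HEPES pH 7.5 buffer with NaCl, Tween 20, EDTA and TCEP; fluorescence polarization was read after 20 min at r.t.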
a7 integrin act = activators of alpha7 integrin expression for muscular dystrophy | alpha7betagal myoblasts, beta-gal FDG fluorescence, 48 h | Potency, µM (titrated, usually from 38.3 µM), inactives show at the top dose activation, hits mostly activators | 350,000 compounds, 0.064% hits;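 also: potency is read from the fitted curve at half-maximal effect; 100% = response of the positive control SU9516; nearly all actives have a fitted effect of over 60% in size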
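Alpha7betagal+/- myoblasts (passage 13) were plated 16-24 hr, then exposed to compounds (1:260 dilution of DMSO stock) for 48 hours at 37C. After MPER lysis, β-galactosidase reporter activity was read as FDG fluorescence (ex 480/em 540) after 30 minutes.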
Giardia kill = Giardia lamblia killing | Giardia lamblia trophozoite viability | activity change, % at 7.66 µM, hits read low | 340,000 compounds, 0.15% hits; in the data active = activity change below about -80%; inconclusive = between about -30% and that limit;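 also: parasites exposed to compound for two days anaerobically before the ATP read; % is scaled to controls: 0 for no effect and ±100 for the full control effect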
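Giardia lamblia trophozoites (100 cells/well) were incubated with compounds for 48 h at 37 deg C under anaerobic conditions. Viability was read as ATP content by one-step luminescence after 15-30 min at room temperature.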
S-ASM inh = human S-ASM enzyme inhibition; 340,000 compounds, 0.006% hits; Potency, µM (top dose mostly 57.5 µM), inactives show top-dose activity change, negative = inhibition, usual class: inhibitors; AID 504937; placental ASM, HMU-PC fluorogenic substrate, 60 min; also: potency is read from the fitted curve at half-maximal effect
Target sequence (P17405 47-631 limits assumed): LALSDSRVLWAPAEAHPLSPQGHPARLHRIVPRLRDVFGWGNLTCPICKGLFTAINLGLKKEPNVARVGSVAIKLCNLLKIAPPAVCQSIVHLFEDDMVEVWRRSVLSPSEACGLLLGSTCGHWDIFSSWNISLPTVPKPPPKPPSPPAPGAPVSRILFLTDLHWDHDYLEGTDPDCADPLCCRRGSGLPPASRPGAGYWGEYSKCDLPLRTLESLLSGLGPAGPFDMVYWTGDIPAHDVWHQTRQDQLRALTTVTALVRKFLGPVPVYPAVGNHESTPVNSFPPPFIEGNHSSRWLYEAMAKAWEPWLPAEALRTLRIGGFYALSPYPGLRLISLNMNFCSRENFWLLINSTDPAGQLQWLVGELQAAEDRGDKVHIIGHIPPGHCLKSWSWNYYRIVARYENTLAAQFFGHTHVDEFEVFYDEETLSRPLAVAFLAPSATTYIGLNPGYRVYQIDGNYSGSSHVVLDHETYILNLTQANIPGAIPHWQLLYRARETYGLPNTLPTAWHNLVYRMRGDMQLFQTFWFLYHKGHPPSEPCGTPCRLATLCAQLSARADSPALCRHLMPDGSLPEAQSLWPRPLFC
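Human placenta-derived ASM preincubated with compound 10 min at room temperature, then reacted with 9 uM (final) fluorogenic HMU-PC substrate for 60 min at 37 C. Stop solution raises pH to 10; fluorescence read at Ex 386/Em 447 nm.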
* marks the source's active call; other numbers are inactive results; ? = inconclusive; [ ] = another dose, or the depositor's remark. Unless noted, calls follow the shape of the dose curve; as a rule, active = well fitted curve in the direction sought with a large enough effect; inconclusive = small, poorly fitted or top-dose-only effect, or another doubt; inactive = no such curve, though single readings can be large; an effect the other way counts as inactive or inconclusive. A portion of the library, so the mix of outcomes need not match the whole.

Molecule | S-ASM inh | Giardia kill | a7 integrin act | TSG101-PTAP inh
Cc1onc(-c2c(F)cccc2Cl)c1C(=O)Nc1cc(S(=O)(=O)N2CCCCC2)ccc1O | -16% | ? | -12% | -2%
O=C(NCc1ccccn1)C1Nc2ccc(C(F)(F)F)cc2C2C=CCC12 (centres undefined) | 13% | -14 | -5% | -1%
CC1(C)C[C@@H](O)CC2(C1)C[C@]1(C)CC(O)[C@H]2C(C)(C)C1 (some centres undefined) | -3% | ? | 0% | -5%
CC(OC(=O)C1CCN(S(=O)(=O)c2ccc(C(C)(C)C)cc2)CC1)C(=O)N(C)C1CCCCC1 (centres undefined) | -6% | 1 | 12% | -7%
COc1c(CC=C(C)C)cc(C2CC(=O)c3c(O)cc(O)cc3O2)c(CC=C(C)C)c1O (centres undefined) | -14% | -10 | 16% | -4%
CCOc1ccc(NC(=S)NS(=O)(=O)c2cc(Br)ccc2OCC)cc1 | 2% | 5 | 9% | -2%
CN1CCN(CCCNc2nc3ccccc3c3nc(-c4ccccc4)nn23)CC1 | -3% | -3 | 34% | 0%
COc1ccc(C2C(C(=O)c3sc(C)nc3C)=C(O)C(=O)N2CCCn2ccnc2)cc1 (centres undefined) | -7% | -17 | ? | -1%
CC(=O)Nc1cc2c(cc1Cl)Cc1cc(Cl)ccc1-2 | -1% | 1 | 1% | 2%
O=C1[C@H](Cc2ccccc2)NCCCC[C@@H](c2ccc(Cl)cc2)N1Cc1ccc(Cl)cc1 | ? | -14 | -27% | -2%
C=C(CCO)C1=CCN(S(=O)C(C)(C)C)[C@H]1CCO (some centres undefined) | -4% | -13 | 1% | 0%
COc1ccc(NC(=O)c2ccc(NC(=O)C3COc4ccccc4O3)cc2)c(OC)c1 (centres undefined) | -2% | -9 | 4% | -2%
O=c1c2ccccc2c(=O)n(-c2ccccc2)n1CCCCBr | -5% | -2 | -1% | -6%
CCOC(=O)C[C@H]1c2ccc(C(F)(F)F)cc2S(=O)(=O)N1Cc1ccccc1 | 1% | -22 | -8% | -5%
O=C(Nc1ccc2nc3n(c(=O)c2c1)CCCC3)c1cncc(Br)c1 | -7% | 10 | 4% | -4%
CCCCCN(C(=O)CCC(=O)OC(C)C(=O)c1ccc(CC)cc1)c1c(N)n(CCCC)c(=O)[nH]c1=O (centres undefined) | 3% | 2 | 22% | -11%
CC(CSc1n[nH]c(=S)s1)c1ccccc1 (centres undefined) | 9% | -11 | 20% | -6%
Cc1cc(C)cc(NS(=O)(=O)c2ccc(NC(=O)c3ccccc3C(=O)O)cc2)c1 | 38%[activator] | 10 | -4% | -7%
CCc1ccc(C(=O)C(C)OC(=O)CN2C(=O)NC3(CCCC3)C2=O)cc1 (centres undefined) | 15% | 10 | 5% | -1%
COC(=O)C[C@H]1c2cc(F)cc(F)c2S(=O)(=O)N1C1CCN(Cc2ccccc2)CC1 | 9% | 4 | 0% | -1%
CCn1cc(CN(C)C(=O)CSc2nc(-c3ccco3)cc(C(F)(F)F)n2)c(C)n1 | 0% | 6 | -16% | -3%
COc1ccc(CCNC(=O)CSCc2ccc(C)cc2)cc1OC | 0% | -3 | -11% | 0%
COc1cc(NC(=O)c2c(-c3ccccc3Cl)noc2C)c2ncccc2c1 | -7% | 17 | 7% | -2%
CCN(C(=O)COC(=O)c1c(NC(C)=O)sc(C)c1C)c1c(N)n(Cc2ccccc2)c(=O)[nH]c1=O | -1% | 1 | 43% | 1%
Cc1ccc2nc(-c3ccc(NC(=S)NCC(C)(C)CN(C)C)cc3)sc2c1 | 110%[activator] | -23 | -52%[inhibitor] | -5%

Arranged by formula weight (lowest first): some entries from above
Molecule | S-ASM inh | Giardia kill | a7 integrin act | TSG101-PTAP inh
COc1ccc(CCNC(=O)CSCc2ccc(C)cc2)cc1OC | 0% | -3 | -11% | 0%
Cc1cc(C)cc(NS(=O)(=O)c2ccc(NC(=O)c3ccccc3C(=O)O)cc2)c1 | 38%[activator] | 10 | -4% | -7%
O=C1[C@H](Cc2ccccc2)NCCCC[C@@H](c2ccc(Cl)cc2)N1Cc1ccc(Cl)cc1 | ? | -14 | -27% | -2%
CCCCCN(C(=O)CCC(=O)OC(C)C(=O)c1ccc(CC)cc1)c1c(N)n(CCCC)c(=O)[nH]c1=O (centres undefined) | 3% | 2 | 22% | -11%

Continuation:
Molecule | S-ASM inh | Giardia kill | a7 integrin act | TSG101-PTAP inh
C[C@]12CC[C@H](O)CC1=CCC1C2CC[C@@]2(C)C1CC[C@@H]2NC(=O)[C@@H](N)CO (some centres undefined) | -2% | -6 | -19% | 1%
O=C(/C=C/c1cccc([N+](=O)[O-])c1)c1ccc([N+](=O)[O-])o1 | 7% | 9 | -45%[inhibitor] | 0%
CCCCN1CCC(CN2C(=S)NC[C@@H]2CC(C)C)CC1 | -5% | -22 | 16% | -4%
O=c1[nH]c2c(c(=O)[nH]1)CCCCCC2 | 0% | -9 | -1% | -3%
Cc1ccc(C(=O)C2=C(O)C(=O)N(Cc3cccnc3)C2c2cccc(Oc3ccccc3)c2)o1 (centres undefined) | 4% | -4 | -20% | -4%
c1ccc2[nH]c(-c3ccc4c(c3)OCO4)nc2c1 | 2% | -8 | 34% | 0%
CC(C)(C)OC(=O)N1CCN(Cc2ccc(F)c(B(O)O)c2)CC1 | 0% | -9 | 0% | -8%
O=C(Cc1ccccc1)N(c1ccccc1)c1ccccc1 | -2% | 17 | -18% | -5%
COc1ccc(N2N=NN(C(C)C)C2=C(Cl)c2nnnn2-c2ccc(OC)cc2)cc1 | 1% | 6 | -53%[inhibitor] | -1%
Clc1ccc(C=NNc2ccccn2)c(Cl)c1 | 2% | -9 | -9% | -3%
C=CCn1ccc(=O)nc1SC | 6% | -2 | 27% | -5%
C#CCOCCOCCOCCNc1nc(N2CCN(C(=O)C([C@@H](C)CC)n3cc(C(N)COC(=O)C(F)(F)F)nn3)CC2)nc(N2CCN(C(=O)[C@H](Cc3cc4ccccc4[nH]3)n3cc(C(N)CO)nn3)CC2)n1 (some centres undefined) | 19% | -1 | 9% | -7%
CCOc1ccc(N2C(=O)CC(Sc3nc4ccc(OCC)cc4s3)C2=O)cc1 (centres undefined) | -19% | 15 | 2% | -4%
Cc1ccc(S(=O)(=O)NC2(C(=O)O)CCCC2)cc1 | 4% | 15 | -12% | 0%
CCCCN=C1SC(C(=O)Nc2sc3c(c2C(=O)OC)CCC3)C(N)=C1C(=O)N1CCOCC1 (centres undefined) | 42%[activator] | 11 | 19% | -2%
O=C1CC2(CCCCCC2)Oc2ccc(Cl)cc21 | 2% | ? | 0% | -4%
O=[N+]([O-])c1cccc(COc2ccccc2CN2CCCCC2)c1 | -3% | ? | -7% | 1%
N#Cc1c(NC(=O)CN2C(=O)c3ccccc3C2=O)oc(-c2ccccc2)c1-c1ccccc1 | -14% | 1 | 17% | -3%
N#Cc1c(C(F)(F)F)cc(Cc2ccccc2)nc1SCC(=O)NCC(=O)O | 1% | -13 | 0% | -6%
O=C(O)c1cccc2c1Cc1cc(Cl)ccc1-2 | 4% | 0 | -15% | -4%
C=C(NC(=O)C(=C)NC(=O)c1csc(C2=NC3c4csc(n4)C4NC(=O)c5csc(n5)C(C(C)(O)C(C)O)NC(=O)C5CSC(=N5)/C(=C/C)NC(=O)C(C(C)O)NC(=O)c5csc(n5)C3(CC2)NC(=O)C(C)NC(=O)C(=C)NC(=O)C(=C)NC(=O)C(C(C)C)NC2C=Cc3c(C(C)O)cc(nc3C2O)C(=O)OC4C)n1)C(N)=O (centres undefined) | 3% | -1 | -53%[inhibitor] | -2%
CC1(C)Nc2cccc3cccc(c23)N1 | 26% | -4 | 11% | 0%
C#CCN(C[C@@H](CC(C)C)NC(=O)OC(C)(C)C)S(=O)(=O)c1ccc(Br)cc1F | -2% | 4 | -32% | 0%
CC(C)=CCc1c(O)cc(O)c2c(=O)c3c(CC=C(C)C)c(O)ccc3oc12 | -29% | -2 | -29% | 28%
CN(C(=O)c1cccc(NC(=O)Cc2cccc(NC(=O)C3CCCN(C(=O)C4CCCCC4)C3)c2)c1)C1CCC1 (centres undefined) | -1% | -17 | 2% | -7%

Remaining list, next part.
Molecule | S-ASM inh | Giardia kill | a7 integrin act | TSG101-PTAP inh
COC(=O)c1cnc(N)s1 | 6% | -12 | 3% | -2%
CC(C#N)(Cc1ccccc1)Nc1ccccc1 (centres undefined) | 7% | -6 | ? | 0%
O=C(Nc1ccccc1)OCCOc1ccc(Cl)cc1Cl | -5% | 22 | -11% | -1%
NC(=O)C1CCN(c2ccc3c(c2)S(=O)(=O)c2ccccc2C3=O)CC1 | -6% | -9 | 10% | -9%
CC(=NNC(=O)c1ccncc1)c1ccc(O)cc1O | -3% | 12 | -20% | -2%
Cc1ccc(NS(=O)(=O)c2ccccc2)c([N+](=O)[O-])c1 | 2% | -11 | -14% | -3%
COc1cc(CN(C(C)=O)c2ccccc2C(=O)O)ccc1[N+](=O)[O-] | 5% | 12 | -19% | -5%
CCN(CC(=O)Nc1ccccc1C(F)(F)F)C(=O)c1ccc(-n2nc(C)c(CCC(=O)OC)c2C)cc1 | 6% | 38[activator] | -17% | -2%
COc1ccc(Cl)cc1C=CC=Nc1ccccc1O | 39% | -3 | -48%[inhibitor] | 1%
COc1ccccc1C(=O)Nc1ccc(S(=O)(=O)N(C)c2ccccc2)cc1 | -3% | -17 | -3% | 1%
Cc1cc(C)c(C)c(S(=O)(=O)N2CCC(C(=O)N(C)Cc3nc4ccccc4c(=O)[nH]3)CC2)c1C | -11% | 4 | ? | -4%
CC(=O)Nc1cc2c(cc1[N+](=O)[O-])-c1ccccc1C2=NO | -2% | 7 | 13% | 0%
Cc1cccc(C(C(C(=O)c2ccccc2)N2CCOCC2)N2CCOCC2)c1 (centres undefined) | 3% | 0 | 1% | 0%
COc1ccc(C2/C(=C(/O)c3cnn(-c4ccccc4)c3C)C(=O)C(=O)N2CCN(C)C)cc1OC (centres undefined) | -2% | 9 | 26% | 1%
COc1cc2c(cc1OC)NC(=O)C2 | -1% | -1 | -18% | -6%
N#CC1(Nc2ccc([N+](=O)[O-])cc2)CCCC1 | -2% | 17 | 4% | -3%
CC(=O)N1CCc2c(sc(NC(=O)c3ccc(S(=O)(=O)N(C)C)cc3)c2C#N)C1 | 0% | -22 | 5% | -1%
CCCCCCCCCCCCCCCC[N+](C)(C)Cc1ccc(F)cc1 | -24% | -7 | -49%[inhibitor] | -2%
Cc1ccc(OCC(=O)Oc2ccccc2[N+](=O)[O-])cc1 | -2% | -1 | 12% | -1%
CCc1ccccc1NC(=O)C1CCCC1 | -1% | 13 | -7% | 1%
CC(C)CC(=NNC(=O)c1ccncc1)c1cc(Cl)ccc1O | -5% | 10 | -42% | -3%
Cc1csc(=O)n1CC(=O)OC(C)C(=O)Nc1ccc(N(C)C)cc1 (centres undefined) | -2% | -10 | 12% | 0%
CCCNC(=O)C1(CC2CC(c3ccccc3)=NO2)CCN(C(=O)C2(C)CC2)CC1 (centres undefined) | 0% | -5 | 0% | 2%
CC(=O)C12CC(C)=C(C)CC1CC1C3CCC4=CC(=O)CCC4(C)C3CCC12C (centres undefined) | -9% | -1 | 6% | -5%
C/C(CC(=O)Nc1ccccc1C(F)(F)F)=N\NC(=O)c1cnccn1 | -1% | 24 | 7% | 2%

Next section
Molecule | S-ASM inh | Giardia kill | a7 integrin act | TSG101-PTAP inh
c1cnc2nc3c4ccccc4c4ccccc4c3nc2c1 | 117%[activator] | -3 | ? | -13%
CC1=C(C(=O)OCc2ccccc2)C(c2ccc3c(c2)OCO3)NC(=O)N1CCCC(=O)O (centres undefined) | 4% | -11 | 14% | -4%
COc1ccc(CCc2ccc3cc(OC)ccc3n2)cc1 | 0% | -1 | 2% | -7%
CCCn1cnc2c(SCc3ccccc3)nc(N)nc21 | -2% | 12 | -1% | -2%
CC(=Nc1ccccc1)C1=C(O)C(Cc2ccccc2)NC1=O (centres undefined) | 2% | -3 | 16% | -7%
